# p53ts 32C kill = p53ts cell cytotoxicity, permissive temperature; AID 924; 130,000 tested, 0.93% active; Potency, µM (top dose mostly 46.1 µM), inactives show at the top dose activity change, negative = cytotoxicity, most hits filed as cytotoxic; H1299-p53A138V at 32C, ATP luminescence viability, 24 h;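 also: 0% = DMSO and -100% = full killing by reference compound; nearly all actives have a fitted effect of over 55% in size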
#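 Viability by ATPlite luminescence after 24 h compound treatment (up to 46 uM) at the permissive 32C. Cells are H1299 carrying p53 A138V. Scale runs from DMSO basal to 100 uM tamoxifen as full kill; AC50 from Hill fits.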
# IkB signaling = inhibitors of IkB signaling in ABC-DLBCL cells. Potency, µM (top dose mostly 57.1 µM), without a hit: at the top dose IkBa stabilization activation. 110,000 tested, 0.04% active. ABC-DLBCL IkBa-CBG/CBR dual luciferase ratio, 4 h; response scale: scaled: untreated 0%, proteasome inhibitor 100%; active = well fitted curve in the direction sought with a large enough effect in the signal ratio, not every such curve was filed as active; inconclusive = small, poorly fitted or top-dose-only effect, or a change in a side signal; the % refers to the signal ratio;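 also: the direction sought is a rising ratio; 0% = basal untreated cells and 100% = reference inhibitor full response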
#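 Curves were fitted separately to fusion (green), unfused (red) and ratio luminescence, then classed by r2, magnitude and activity. Cells: OCI-Ly3, 4 h compound plus doxycycline at 37C; 10 uM MG-132 defined full response.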
# Peg3 imprint = induces erasure of genomic imprints in mouse ES cells | 110,000 tested, 0.02% active | Potency, µM (series often up to 60.7 µM), for inactives: top-dose activity change, positive = activation, hits mostly activators | mouse ES Peg3-LacZ reporter, beta-gal luminescence, 40 h;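 also: 0% = negative control wells on the plate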
#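 Each well holds 300 Peg3LacZ-Neo (maternal) female ES cells incubated 40 h at 37C, 5% CO2. LacZ is measured by BetaGlo luminescence, with AC50 and maximum efficacy derived from dose-response curves.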
# p53ts 39C kill = kills p53ts cells at the nonpermissive temperature. H1299-p53A138V viability at 39C, ATP luminescence, 24 h. Potency, µM (series often up to 46.1 µM), for the others: at the top dose activity change, negative = cell killing, usual class: cytotoxic. 130,000 tested, 1.5% active. AID 902; also: nearly all actives have a fitted effect of over 55% in size
# * = called active by the depositor; ? = inconclusive; nt = not tested or not shown; [ ] = dose if it differs, or a comment. Unless noted, calls follow the shape of the dose curve; as a rule, active = well fitted curve in the direction sought with a large enough effect; inconclusive = small, poorly fitted or top-dose-only effect, or another doubt; inactive = no such curve, though single readings can be large; an effect the other way counts as inactive or inconclusive. Unless noted, % is scaled to controls: 0 for no effect and ±100 for the full control effect; potency is read from the fitted curve at half-maximal effect.
Molecule	p53ts 32C kill	IkB signaling	Peg3 imprint	p53ts 39C kill
NNC(=O)c1ccncc1	-14%[1.84 µM]	-1.5%	-2%	11%
c1ccc(CCc2nc(-c3ccccn3)no2)cc1	-25%	?	-27%	-28%
O=C(NCCc1csc(-c2cccc(F)c2)n1)C(=O)Nc1cc(F)ccc1F	6%	0.6%	6%[10.9 µM]	-7%
O=C(Cn1c(-c2ccccc2)noc1=O)NCc1ccccc1	-4%	1.5%	-3%	-1%
Cc1ccc2cccc(NC(=O)c3cccc4c(Br)cccc34)c2n1	5%	-0.5%	9%[10.9 µM]	28%
COc1ccc(CCNC(=O)C2CCN(S(=O)(=O)c3ccc(Cl)cc3)CC2)cc1OC	-7%	nt	nt	-23%
CCOC(=O)c1nn2c(C(F)(F)F)cc(-c3ccc(C)cc3)nc2c1Cl	2%	0.3%	-4%[10.9 µM]	32%[activator]
CCOC(=O)N1CCN(C(=O)C2CC(c3ccc(F)cc3)=NO2)CC1 (stereo not drawn)	6%	2.4%	-13%	-5%
Cc1ccc(S(=O)(=O)Cn2nnnc2C(c2ccccc2)N2CCN(c3ccccc3)CC2)cc1 (stereo not drawn)	1%	nt	nt	6%
CCOC(=O)N1CCN(C(=O)CN(Cc2ccc(Cl)cc2)S(C)(=O)=O)CC1	7%	-0.3%	-17%	13%
COc1ccc(-n2cc(C(=O)NC(C)c3ccccc3)c3ccccc3c2=O)cc1 (stereo not drawn)	10%	?	-2%[10.9 µM]	?
COc1ccccc1NC(=O)NCCCN1CCN(c2ccc(F)cc2)CC1	4%	?	-10%[10.9 µM]	7%
CCOC(=O)N1CCC(NC(=O)CCC(=O)N2CC(C)Oc3ccc(C)cc32)CC1 (stereo not drawn)	8%	0.3%	-6%	-10%
CCCOc1ccc(Cc2nn3c(=O)/c(=C/c4ccco4)sc3nc2=O)cc1	0%	0.9%	-8%	15%
CCOC(=O)c1c(C)n(-c2ccccc2)c2ccc(OC(=O)c3cc(OC)cc(OC)c3)cc12	9%	-2.8%	-17%[10.9 µM]	0%
Cc1ccc2c(=O)cc(CSc3ncn[nH]3)[nH]c2c1C	26%	?	5%[10.9 µM]	21%
CCS(=O)(=O)n1nc(-c2ccc(Cl)cc2)nc1SCc1ccccc1	-5%	nt	nt	-11%
CCN(CC)C(=O)c1cncc(C(=O)N(CC)CC)c1-c1ccccc1	-3%	1.9%	?	-1%
O=C(COC(=O)CCc1c[nH]c2ccccc12)NC1CCS(=O)(=O)C1 (stereo not drawn)	9%	0.5%	1%	7%
Cc1ccccc1CNC(=O)C1CCN(c2nnc(-n3c(C)ccc3C)s2)CC1	-3%	1.0%	?	-9%
CC(C)(C)C(=O)Nc1cc(C(F)(F)F)ccc1N1CCOCC1	-5%	nt	nt	-11%
Cc1ccc(Cl)cc1NC(=O)Cn1cccc1	-6%	0.7%	-4%	6%
O=C(c1ccco1)N1CCC[C@@]2(CCN(c3ccccc3)C2)C1	8%	3.3%[11.4 µM]	nt	-13%
O=C(NCc1ccc2c(c1)OCO2)c1cccc(Cl)c1	-2%	-0.5%	-20%	-1%
COc1cccc(CCNC(=O)c2c(O)nc3cc(C)ccn3c2=O)c1	13%	0.1%	5%[10.9 µM]	4%
COc1ccc(OC)c(NC(=O)C2CCCN2C(=O)OCc2ccccc2)c1 (stereo not drawn)	?	5.8%	-9%	-11%
O/N=C1/C2C3CC4C5C3C1C5C1(OCCO1)C42 (stereo not drawn)	5%	-1.1%	-1%	-12%
Cc1ccc(Sc2ccc(N3CCCC(C(=O)Nc4ccc(F)c(Cl)c4)C3)nn2)cc1 (stereo not drawn)	19%	?	-4%[10.9 µM]	3%
CCOc1ccc(NC(=O)Cn2c(=O)c(CNc3ccc(OC)cc3)cc3ccc(OC)cc32)cc1	3%	1.0%	13%[10.9 µM]	2%
CC1CCN(S(=O)(=O)c2nnc(NC(=O)c3ccc(C(C)C)cc3)s2)CC1	-4%	?	-17%[10.9 µM]	-10%
O=C(NCc1ccco1)Nc1ccc(Br)cc1	1%	1.0%	-16%	-2%
Cc1cccc(C(=O)N2CCCCC2CCN2CCCCC2)c1 (stereo not drawn)	-2%	0.1%	-17%[10.9 µM]	-6%
Cc1cccc2cc3c(nc12)SC(=NCC1CCCO1)N(Cc1ccco1)C3 (stereo not drawn)	?	?	-22%	12%
COc1ccc(CNC(=O)C(=O)NCC(c2ccco2)S(=O)(=O)c2cccs2)cc1 (stereo not drawn)	-14%	-2.8%	-6%[10.9 µM]	13%
Cc1cc(NCc2ccc(F)cc2Cl)n2nnnc2n1	-2%	0.3%	-7%	-11%
CCCn1c(=O)c2ccccc2n2c(SCCOc3ccccc3)nnc12	2%	-1.7%	-4%	-2%
CC(=O)c1ccc(C2C=CC(Oc3ccc(-c4ccccc4)cc3)C(CO)O2)cc1 (stereo not drawn)	-9%[9.22 µM]	nt	nt	-9%[9.22 µM]
CCOc1ccc(C(=O)NCc2nc3cccnc3n2Cc2cccc(OC)c2)cc1	-7%	2.5%	-2%[10.9 µM]	-13%
O=C(NC1CCCC1)C1CCCN1C(=O)Nc1ccccc1Cl (stereo not drawn)	5%	0.5%	-5%	12%
CC(=O)N1CCCc2cc(S(=O)(=O)Nc3ccc4c(c3)OCO4)ccc21	20%	1.9%	-16%	-9%

# Ten entries from above, sorted by molar mass, rising.
Molecule	p53ts 32C kill	IkB signaling	Peg3 imprint	p53ts 39C kill
Cc1cccc(C(=O)N2CCCCC2CCN2CCCCC2)c1 (stereo not drawn)	-2%	0.1%	-17%[10.9 µM]	-6%
O=C(NC1CCCC1)C1CCCN1C(=O)Nc1ccccc1Cl (stereo not drawn)	5%	0.5%	-5%	12%
CC(=O)N1CCCc2cc(S(=O)(=O)Nc3ccc4c(c3)OCO4)ccc21	20%	1.9%	-16%	-9%
CCCn1c(=O)c2ccccc2n2c(SCCOc3ccccc3)nnc12	2%	-1.7%	-4%	-2%
Cc1cccc2cc3c(nc12)SC(=NCC1CCCO1)N(Cc1ccco1)C3 (stereo not drawn)	?	?	-22%	12%
CC(=O)c1ccc(C2C=CC(Oc3ccc(-c4ccccc4)cc3)C(CO)O2)cc1 (stereo not drawn)	-9%[9.22 µM]	nt	nt	-9%[9.22 µM]
CCOc1ccc(C(=O)NCc2nc3cccnc3n2Cc2cccc(OC)c2)cc1	-7%	2.5%	-2%[10.9 µM]	-13%
COc1ccc(CNC(=O)C(=O)NCC(c2ccco2)S(=O)(=O)c2cccs2)cc1 (stereo not drawn)	-14%	-2.8%	-6%[10.9 µM]	13%
Cc1ccc(Sc2ccc(N3CCCC(C(=O)Nc4ccc(F)c(Cl)c4)C3)nn2)cc1 (stereo not drawn)	19%	?	-4%[10.9 µM]	3%
CCOc1ccc(NC(=O)Cn2c(=O)c(CNc3ccc(OC)cc3)cc3ccc(OC)cc32)cc1	3%	1.0%	13%[10.9 µM]	2%

# Whole records from above. Order of values: p53ts 32C kill | IkB signaling | Peg3 imprint | p53ts 39C kill
# Profile of CCOc1ccc(C(=O)NCc2nc3cccnc3n2Cc2cccc(OC)c2)cc1 : -7% | 2.5% | -2%[10.9 µM] | -13%
# Profile of Cc1cc(NCc2ccc(F)cc2Cl)n2nnnc2n1 : -2% | 0.3% | -7% | -11%

# Additional results.
Molecule	p53ts 32C kill	IkB signaling	Peg3 imprint	p53ts 39C kill
CC(C)c1nnc(NC(=O)CCS(=O)(=O)c2nc(-c3cccs3)cc(C(F)(F)F)n2)s1	2%	-0.9%	-1%	1%
Cc1ccc(Cl)cc1NC(=O)C(C)n1nc(-c2ccccc2)ccc1=O (stereo not drawn)	2%	?	-8%[10.9 µM]	10%
CC(=O)c1cccc(NC(=O)NC(C)C2CCCO2)c1 (stereo not drawn)	-6%	-2.0%	-8%	3%
CCOc1ccc2c(c1)c(=O)c(C(=O)c1ccc(CC)cc1)cn2CC(=O)Nc1ccc2c(c1)OCCO2	-4%	?	-14%[10.9 µM]	19%
Cc1noc(C)c1-c1cncnc1-n1ccnc1	4%	-0.3%[11.4 µM]	-2%	3%
CCCCN(CCCNC(=O)c1ccc(Sc2ccc(Cl)cc2)c(NC(C)=O)c1)c1ccccc1	5%	?	-16%[10.9 µM]	-20%
O=C(CN1C(=O)COc2ccccc21)NCCCN1CCN(Cc2ccccc2)CC1	-7%	-1.3%	-15%	0%
O=C(NC1CCCC1)c1ccc(COCC(F)(F)F)o1	-14%	-1.4%	-9%	-1%
COc1cccc(NC(=O)C2CCN(c3cc(C)nc4c(-c5ccc(Cl)cc5)c(C)nn34)CC2)c1	2%	-0.1%	-1%[10.9 µM]	-7%
COc1cccc2c1Oc1nc(-c3ccccc3)nc(SCC(=O)Nc3ccccc3)c1C2	-11%	1.0%	-12%[10.9 µM]	4%
O=S(=O)(c1cc(Cl)cc(Cl)c1)N1CCCC1c1nc2ccccc2s1 (stereo not drawn)	17%	nt	nt	18%
CNC(=O)c1ccc(N(Cc2ccccc2C)S(C)(=O)=O)cc1	4%	-0.3%	-1%	-5%
CCN1CCN(Cc2nc(N)nc(Nc3ccc(C)c(C)c3)n2)CC1	-14%	1.7%	-13%	-7%
O=C(C1CCC(CNS(=O)(=O)c2cccs2)CC1)N1CCCCC1 (stereo not drawn)	-1%	-0.3%	-13%	16%
COc1ccc(OC)c(CNC(=O)CCNC(=O)Cn2ccc3ccccc3c2=O)c1	2%	0.3%	-11%	-5%
CC12CN3CC(C)(CN(C1)C3c1cc(Br)ccc1O)C2=O (stereo not drawn)	2%	2.0%	0%	1%
CCOC(=O)N1CCN(Cc2nc3c(c(=O)[nH]c(=O)n3C)n2CCCc2ccccc2)CC1	-8%	-0.2%	22%	-3%
COc1ccnc(CSC(N)=Nc2ccccc2OC)c1	-2%	nt	nt	-4%
CN(C)P(=NC(=O)COc1ccc(Cl)cc1Cl)(N(C)C)N(C)C	-3%	1.4%	-6%	5%
O=C(Nc1sc2c(c1C(=O)O)CCCC2)c1cccs1	-25%	?	-76%[inhibitor]	-8%
Cc1ncn(C23CC4CC(CC(O)(C4)C2)C3)n1	5%	-1.0%	-7%	1%
COc1ccc(-c2nc(N)c3ncn([C@H]4O[C@@H](CO)[C@@H](O)[C@@H]4O)c3n2)cc1	8%[9.22 µM]	0.2%[11.4 µM]	22%[10.9 µM]	1%[9.22 µM]
Cc1ccc(-n2nc(C)c3c(C)cc(=O)n(CC(=O)Nc4cc(Cl)ccc4C)c32)cc1	8%	-1.4%	-12%[10.9 µM]	3%
CCC(c1nnnn1Cc1ccco1)N(CCc1ccccc1)Cc1cc2cccc(C)c2[nH]c1=O (stereo not drawn)	-6%	?	-16%	-1%
CCOc1nc(Nc2cc(Cl)ccc2OC)nc(OCC)n1	3%	nt	nt	-11%
Cc1ccc(-c2nn3c(=O)cc(CN4CCN(C(=O)/C=C/c5ccccc5)CC4)nc3s2)cc1	7%	0.8%	-2%[10.9 µM]	-15%
CC(Nc1cc(=O)n(C)c(=O)n1C)c1ccccc1 (stereo not drawn)	-4%	-2.1%	-14%	8%
Cc1cccc(NC(=O)C2CCC(CNS(=O)(=O)c3ccc4c(c3)CCCC(=O)N4)CC2)c1C (stereo not drawn)	-4%	1.8%	-2%[10.9 µM]	-17%
CCCCOc1ccc(S(=O)(=O)NCc2csc(-c3ccc(OC)cc3)n2)cc1	-5%	-0.1%	-11%[10.9 µM]	-3%
O=C1C=C(OCc2ccccc2)CN1	3%	1.2%	-6%	1%
Cc1c(NC(=O)c2cc(-c3ccc(Br)cc3)on2)c(=O)n(-c2ccccc2)n1C	5%	?	14%[10.9 µM]	20%
CCC(=O)N1CCN(c2ccccc2NC(=O)Cc2ccccc2)CC1	11%	1.9%	-11%	17%
CCCN1Cc2cccc(C(=O)Nc3cccc(C(=O)OCC)c3)c2C1=O	-4%	-1.3%	-10%[10.9 µM]	-16%
O=C(O)COc1ccc(S(=O)(=O)NCCc2ccccc2)cc1	-3%	1.6%	-2%	-2%
O=c1[nH]c2ccc(S(=O)(=O)N3CCCCC3)cc2[nH]c1=O	-3%	nt	nt	-3%
COc1ccc(CCn2nnnc2C(CC(C)C)N2CCN(c3ncccn3)CC2)cc1OC (stereo not drawn)	1%	0.6%	-4%	0%
COCCn1c(=O)c(C)nc2cnc(N3CCOCC3)nc21	6%	1.2%[11.4 µM]	3%	-2%
CC(NC(=O)CCNS(=O)(=O)c1cccc2nsnc12)c1ccccc1 (stereo not drawn)	6%	?	-6%[10.9 µM]	-5%

# High-throughput results from PubChem BioAssay.
